PI5P4K alpha inh – blocks human PI5P4K alpha kinase activity | P48426 | PI5P4Kalpha enzyme, ADP-Glo luminescence, 60 min; active compounds read low | max response, % | actives 1.2% (n = 330,000) | AID 652105; active = max response of -50% or lower; inconclusive = between -30% and -50%; inactive = -30% or higher; note: value at the top dose of about 77 µM; % is set by controls: 0 for no effect and ±100 for the full control effect
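Controls without substrate or without enzyme flank wells where PI5P4Kalpha converts substrate using 5 microM ATP (final). Incubation lasts 60 minutes at room temperature; ADP formed is read by ADP-Glo luminescence.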
D3 ag – activates the human D3 dopamine receptor | max activation, % | AID 652048 | D3R DiscoveRx beta-arrestin cells, luminescence, 90 min | actives 0.58% (n = 410,000) | P35462; in the data active = max activation above about 30%; note: 0% is about no effect; mostly tested at two doses, the higher about 12 µM
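Cells at 1500/well, incubated overnight, then treated with pinned compounds (dopamine as control) for 90 min at 37 degrees C. DiscoveRx reagent added for 30 - 60 minutes at room temperature; luminescence read.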
GLP-1R inv ag – inverse agonists of human GLP-1 receptor; P43220; HEK293 GLP-1R CRE-luciferase, luminescence, 24 h; GLP-1R form is constitutively active; Potency, µM (doses to about 38.3 µM), inactives show top-dose activity change, negative = inhibition, actives largely listed as inhibitors; actives 1.6% (n = 410,000); AID 624417; note: potency is the fitted concentration of half-maximal effect; % is set by controls: 0 for no effect and ±100 for the full control effect; nearly all actives have a fitted effect of over 55% in size
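Inverse agonists were sought by their lowering of basal cAMP reporter luciferase output in HEK293 cells stably carrying constitutively active human GLP-1R, after 24 h compound treatment.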
GLP1R cytotox – cytotoxicity counter-screen for GLP-1 receptor inverse agonists; Potency, µM (highest dose often 38.3 µM), for inactives: at the top dose activity change, negative = inhibition, usual class: inhibitors; actives 0.13% (n = 410,000); HEK293 cAMP-luciferase reporter cells, luminescence, 24 h;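 note: loss of luciferase light is scored as toxicity; potency is the fitted concentration of half-maximal effect; % is set by controls: 0 for no effect and ±100 for the full control effect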
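A 23 nL compound transfer followed 12 hours of cell culture at 37 deg C; exposure then lasted 24 hr. Luciferase assay detection reagent was dispensed and plates read for luminescence after a 12 min room-temperature wait.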
PLK1 PBD block – inhibitors of human PLK1 polo-box domain binding; actives 2.8% (n = 360,000); Plk1 PBD binding of FITC phosphopeptide, fluorescence polarization; P53350; Potency, µM, without a hit: max response, negative = inhibition, hits mostly inhibitors; note: potency is the fitted concentration of half-maximal effect; series mostly up to about 57 µM; % is set by controls: 0 for no effect and ±100 for the full control effect; nearly all actives have a fitted effect of over 65% in size
WRN helicase inh – blocks human WRN helicase. AID 651768. WRN helicase unwinding, fluorescent forked duplex, kinetic. actives 0.46% (n = 360,000). Potency, µM (doses to about 114 µM), for the others: at the highest dose activity change, negative = inhibition, hits mostly inhibitors; note: potency is the fitted concentration of half-maximal effect; % is set by controls: 0 for no effect and ±100 for the full control effect; nearly all actives have a fitted effect of over 55% in size
Target sequence (Q14191 whole entry, looked up): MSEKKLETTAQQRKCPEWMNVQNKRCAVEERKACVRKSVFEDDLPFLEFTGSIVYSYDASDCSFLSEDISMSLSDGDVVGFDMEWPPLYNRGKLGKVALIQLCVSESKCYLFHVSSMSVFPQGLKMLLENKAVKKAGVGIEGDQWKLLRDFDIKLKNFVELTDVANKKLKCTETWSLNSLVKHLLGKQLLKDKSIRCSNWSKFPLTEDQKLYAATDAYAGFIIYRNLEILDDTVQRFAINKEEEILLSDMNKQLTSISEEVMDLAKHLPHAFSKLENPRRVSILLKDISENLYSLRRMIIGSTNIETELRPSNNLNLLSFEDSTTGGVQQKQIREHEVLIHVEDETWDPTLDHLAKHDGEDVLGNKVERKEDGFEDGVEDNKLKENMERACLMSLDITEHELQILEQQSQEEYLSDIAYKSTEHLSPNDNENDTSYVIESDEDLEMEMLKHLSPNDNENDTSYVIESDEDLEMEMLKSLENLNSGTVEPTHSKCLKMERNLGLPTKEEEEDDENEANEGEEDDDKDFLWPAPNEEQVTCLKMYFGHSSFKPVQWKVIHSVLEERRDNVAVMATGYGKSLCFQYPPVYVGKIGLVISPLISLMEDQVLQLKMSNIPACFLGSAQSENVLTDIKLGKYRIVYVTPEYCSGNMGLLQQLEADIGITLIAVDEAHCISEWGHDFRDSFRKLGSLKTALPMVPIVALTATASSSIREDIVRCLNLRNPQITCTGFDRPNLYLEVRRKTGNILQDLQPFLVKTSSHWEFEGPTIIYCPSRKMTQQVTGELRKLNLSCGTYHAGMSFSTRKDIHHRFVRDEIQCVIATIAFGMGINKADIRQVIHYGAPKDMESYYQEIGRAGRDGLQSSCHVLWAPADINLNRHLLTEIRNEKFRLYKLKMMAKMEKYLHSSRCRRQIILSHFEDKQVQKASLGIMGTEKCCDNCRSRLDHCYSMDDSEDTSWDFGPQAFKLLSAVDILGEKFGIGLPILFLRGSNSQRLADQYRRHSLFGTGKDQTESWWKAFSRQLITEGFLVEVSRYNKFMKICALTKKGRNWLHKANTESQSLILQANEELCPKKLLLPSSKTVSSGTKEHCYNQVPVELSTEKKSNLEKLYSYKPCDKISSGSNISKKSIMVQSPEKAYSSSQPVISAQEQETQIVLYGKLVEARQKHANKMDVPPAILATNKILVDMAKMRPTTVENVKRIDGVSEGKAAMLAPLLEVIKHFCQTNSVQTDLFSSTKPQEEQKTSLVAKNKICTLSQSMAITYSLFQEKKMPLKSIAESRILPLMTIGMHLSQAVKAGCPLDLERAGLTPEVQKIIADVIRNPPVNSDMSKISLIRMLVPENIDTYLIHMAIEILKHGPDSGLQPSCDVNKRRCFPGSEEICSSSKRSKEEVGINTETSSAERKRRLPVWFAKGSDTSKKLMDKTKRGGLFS
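Kinetic fluorescence helicase assay: unwinding of a quenched forked DNA duplex (100 nM final) with 2 mM ATP final raises red fluorescence (525/598 nm). Compounds sat 15 min at room temperature with 20 nM WRN beforehand.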
GLP-1R agonist – agonists of human GLP-1 receptor; P43220; HEK293 GLP-1R CRE-luciferase, luminescence, 4-6 h; cells express a hypersensitive GLP-1R form; Potency, µM (titrated, usually from 45.6 µM), inactives show top-dose activation, usual class: activators; actives 0.007% (n = 380,000); note: potency is the fitted concentration of half-maximal effect; % of control where 0% means no effect
IL2 activator – IL-2 activation. IL-2 activation reporter assay, cell-based qHTS; stimulated with anti-CD3/CD4/CD28 beads; in transgenic mouse T cells. activation, % (series mostly up to about 46 µM). actives 0.065% (n = 360,000); in the data active = activation above about 50%; inconclusive = mostly about 30% to 49%; note: 0% is about no effect
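EGFP and DsRed fluorescence is measured by plate cytometry in unstimulated transgenic mouse T cells exposed to compound for 60 minutes, then stimulated 18 hours at 37 degrees C with anti-CD3/anti-CD4 beads plus anti-CD28.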
D3 antag – D3 dopamine receptor (human) antagonism; D3R cells, DiscoveRx beta-arrestin luminescence, antagonist mode; active compounds read low; actives 2.5% (n = 360,000); P35462; max response, negative = inhibition, %; in the data active = max response below about -50%; inconclusive = no clear call, values can overlap the other calls; note: % is set by controls: 0 for no effect and ±100 for the full control effect; mostly tested at two doses, the higher about 12 µM
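Cells plated overnight at 1500 cells/well, then exposed to library compounds with dopamine controls for 90 minutes at 37 degrees C. DiscoveRx reagent added for 30–60 minutes at room temperature; luminescence read, quantitative HTS format.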
An asterisk follows results filed as active; ? = inconclusive; · = not tested or not shown; [ ] = dose if it differs, or a comment. Unless noted, calls come from the whole dose curve; as a rule, active = well fitted curve in the direction sought with a large enough effect; inconclusive = small, poorly fitted or top-dose-only effect, or another doubt; inactive = no such curve, though single readings can be large; an effect the other way counts as inactive or inconclusive.

compound,PI5P4K alpha inh,D3 ag,GLP-1R inv ag,GLP1R cytotox,PLK1 PBD block,WRN helicase inh,GLP-1R agonist,IL2 activator,D3 antag
Cn1c(=O)c(=O)n(C)c2cc(S(=O)(=O)NCCOc3ccccc3Cl)ccc21,0,1,18%,-6%,-4%,7%,10%,-0.2,13
O=C(O)CSCc1cn2cc(Cl)ccc2n1,1,5,0%,-3%,0%,2%,0%,-0.2,-8
Cc1ccc(NC(=O)C2CCCN(S(=O)(=O)c3ccc4c(c3)CCCC(=O)N4)C2)cc1Cl (stereo not given),·,6,?,7%,·,·,1%,·,·
O=C(Nc1ccc2c(c1)oc1ccccc12)c1ccncc1,0,-2,?,-27%,2%,-13%,7%,-2.8,-9
Cc1ccc(N2CCN(S(=O)(=O)N3CCOCC3)CC2)cc1C,0,-6,8%,-4%,3%,18%,-3%,-2.6,-16
CC(Sc1nnc(C2CC2)n1C1CC1)C(=O)Nc1ccccc1C#N (stereo not given),1,5,-3%,9%,-3%,-12%,3%,1.3,21
COC(=O)c1cc(C(=O)OC)[nH]n1,-10,2,15%,26%,-8%,6%[57.1 µM],1%,1.1,-9
CCSC1=N/C(=C\C=C2/Oc3ccccc3N2CC)C(=O)S1,-1,-1,7%,-9%,48%[activator],0%,7%,2.8,-13
CCN1CCN(C(=O)CCc2nnc(CCc3ccc(OC)cc3)o2)[C@@H](C)C1=O,-3,0,4%,-9%,-1%,-11%,-6%,-0.3,3
O=C(NCC(=O)N(c1cccnc1)C(C(=O)NC1CCCC1)c1cccs1)c1ccco1 (stereo not given),1,-5,8%,-6%,-2%,-1%,0%,0.8,-7
CCOC(=O)/C=C/COc1ccccc1[N+](=O)[O-],7,-5,21%,9%,-22%,-3%,9%,-1.1,-15
CC(=O)Nc1ccc(OCC(=O)NCc2ccc3c(c2)OCO3)cc1,-11,0,6%[0.307 µM],13%[0.307 µM],-13%,0%,-1%,0.5,-7
Nc1ccc(C(=O)Nc2ccccc2C(=O)O)cc1,-7,-1,0%,0%,-4%,-22%,-10%,17,?
CC(C)Cn1c(-c2ccco2)csc1=Nc1cccnc1,-27,2,7%,-12%,?,-3%,-4%,-1.8,-16
Cc1ccsc1/C=N/n1cnnc1,1,1,5%,19%,-9%,1%,17%,-2.7,-13
Cc1cc(C)c(S(N)(=O)=O)c(C)c1-n1cnnn1,·,1,57%[activator],23%,2%,2%,-5%,0.1,8
O=C(Nc1ccc(Cl)cc1)c1ccc(OCC2CCCO2)cc1 (stereo not given),2,-7,21%,-2%,-6%,2%,7%,-3.3,11
COc1cccc(C(C(=O)NC2CCCC2)N(C(=O)CNC(=O)c2ccco2)c2cccnc2)c1 (stereo not given),0,3,-18%,-4%,-1%,-11%,5%,0.7,7
CC1(C)CC2CC(C)(CN2/C=N/c2sc3c(c2C#N)CC(C)(C)NC3(C)C)C1 (stereo not given),12,-24,1.1µM*,?,-9%,-30%,17%,-0.4,-9
CCn1c(=O)c(C(=O)Nc2ccc(C(C)=O)cc2)nc2ccccc21,·,4,6%,6%,·,·,0%,·,·
CCCOc1ccc(NC(=O)C(=O)NCCCN2CCOCC2)cc1,·,5,17%,3%,·,·,-2%,·,·
CCc1nnc(NS(=O)(=O)c2ccc(NC(=S)NC(=O)c3cccs3)cc2)s1,?,-10,-6%,5%,19µM*,-20%,-1%,3.8,-28
Cc1nc(NC(=S)NC(=O)c2cccs2)ccc1Br,-8,2,-4%,-10%,2%,3%,1%,-0.8,16
COc1ccc(CNC(=O)CCn2cccc2)cc1,4,3,1%,-10%,2%,7%,2%,-1.8,4
Cc1nc2scc(-c3ccccc3)c2c(=O)n1/N=C/c1ccco1,2,7,-26%,71%[activator],-8%,-9%,2%,1.2,-10

More structures follow:
compound,PI5P4K alpha inh,D3 ag,GLP-1R inv ag,GLP1R cytotox,PLK1 PBD block,WRN helicase inh,GLP-1R agonist,IL2 activator,D3 antag
C/C(=N\n1cnnc1)c1ccc(C#N)cc1,3,5,15%,-19%,4%,13%,0%,0.9,3
CN(Cc1ccccc1NS(=O)(=O)c1ccc(Cl)cc1)C1CCCCC1,2,-10,?,-7%,-13%,2%,-2%,-1.3,-1
CCS(=O)(=O)N1CCN=C1SCc1cccc(F)c1,-5,-1,19%,1%,-9%,-3%,15%,0.4,-10
CCOC(=O)C(C)NC(=O)Cn1ncc2c(=O)oc3ccc(C)cc3c21 (stereo not given),7,1,0%,5%,-3%,1%,13%,-2.8,10
O=C1/C(=C/c2ccncc2)SC(=S)N1C1CCS(=O)(=O)C1 (stereo not given),·,-4,-4%,-23%,?,-8%,-17%,-2.4,-14
CCOc1ccc(/C=N/NC(=O)c2ccncc2)cc1OC,0,-4,4%,6%,-16%,-1%,0%,-2.3,?
C[C@@H]1CCCCO[C@@H](CN(C)Cc2ccc(Cl)c(Cl)c2)[C@@H](C)CN([C@H](C)CO)C(=O)c2cc(NC(=O)CCC(F)(F)F)ccc2O1,0,-1,2.8µM*,-22%,-12%,-3%,1%,-3.8,-15
CCC(Sc1nc2c(sc3ccccc32)c(=O)n1CCc1ccccc1)C(=O)N(CC)CC (stereo not given),·,-14,8%,2%,·,·,0%,·,·
CC1=CC(C/C(C)=C/COc2ccc3ccc(=O)oc3c2)OC1=O (stereo not given),-22,2,7%,-16%,1%,-7%,25%,-0.9,3
CN1CCN(C(=O)CNC(=O)C23CC4CC(CC(C4)C2)C3)CC1,-1,4,-1%,2%,-5%,4%,11%,0.2,-1
COCCCn1c(SCC(=O)N2CCOCC2)nnc1-c1ccco1,9,1,0%,0%,6%,-13%,-1%,-0.2,-16
CSc1ccccc1NC(=O)Cn1nnc(-c2ccc(S(C)(=O)=O)cc2)n1,0,-7,15%,-1%,-7%,1%,-1%,-1.8,-5
Cc1cc(C)c(OCC(=O)Nc2nnn(C)n2)c(Br)c1,-4,2,2%,16%,-23%,0%,0%,-1.7,16
COC(=O)C1=C(C)OC(N)=C(C#N)C1c1ccc(OC)c(OC)c1OC (stereo not given),-2,-5,0%,5%,-13%,-9%,7%,-1.3,-23
Cc1cc(NC(=O)CSc2nnc(-c3ccoc3C)o2)no1,·,15,-11%,?,3%,4%,-8%,-2.8,25
O=C(CN1CCN(Cc2ccccc2)CC1)N/N=C/c1ccccc1F,-2,-2,-7%,-11%,4%,-6%,4%,4.0,-3
Cc1ccc(NC(=O)C(=O)NCc2ccc(/C=C(/C#N)C(=O)NCc3cccnc3)o2)cc1,·,9,0%,-18%,-2%,4%,1%,-4.0,?
COC(=O)c1c(C)oc2ccc(N(C(=O)c3ccncc3)S(=O)(=O)c3ccc4ccccc4c3)cc12,-9,1,?,-1%,-2%,-8%,-1%,-5.5,30
Cc1ccc(S(=O)(=O)N2CCN(C(=O)Cn3c(=O)cnc4ccccc43)CC2)c(C)c1,2,2,-28%,1%,-2%,-15%,-1%,-0.7,7
O=C(NCC1CC1)C1Cc2c(-c3ccccc3Oc3ccccc3)ccnc2O1 (stereo not given),-4,-9,-11%,-10%,0%,-6%,2%,-0.4,0
CC(=O)Nc1ccc(NS(=O)(=O)c2ccc(C)cc2)c([N+](=O)[O-])c1,6,-13,11%,-6%,-18%,-8%,1%,-0.1,?
CC(C)CC(NC(=O)CC12CC3CC(CC(C3)C1)C2)C(=O)NC1=NCCS1 (stereo not given),-15,0,14%,7%,15µM*,-2%,6%,0.0,0
O=C(CO/N=C/c1ccccc1Cl)N1CCCc2ccccc21,18,-4,?,4%,5%,-18%,-3%,-0.2,12
CC(C)=C[C@H]1C[C@H](C)[C@H]2CC[C@H](C)c3c(O[C@@H]4OC[C@@H](O)[C@H](O)C4O)c(O)c(C)c1c32 (stereo not given in full),22,4,10µM*,-25%,-12%,-6%,1%,-0.6,1
Cc1ccc(NC(=S)N2CCN(c3nccc(C(F)(F)F)n3)CC2)c(C)c1,8,-10,7%,-17%,-5%,-1%,15%,1.7,4

An excerpt from above, reduced to PI5P4K alpha inh, GLP-1R agonist and PLK1 PBD block:
smiles | PI5P4K alpha inh | GLP-1R agonist | PLK1 PBD block
CCS(=O)(=O)N1CCN=C1SCc1cccc(F)c1 | -5 | 15% | -9%
CCOC(=O)C(C)NC(=O)Cn1ncc2c(=O)oc3ccc(C)cc3c21 (stereo not given) | 7 | 13% | -3%

The results go on:
compound,PI5P4K alpha inh,D3 ag,GLP-1R inv ag,GLP1R cytotox,PLK1 PBD block,WRN helicase inh,GLP-1R agonist,IL2 activator,D3 antag
CC(=O)N(CCOc1ccccc1)CCOc1ccccc1,2,5,?,-3%,0%,-1%,18%,0.2,-15
Cc1ccccc1-n1c(C)nnc1SC(C)C(=O)NCC1CCCO1 (stereo not given),-2,-5,17%,-3%,1%,9%,3%,0.1,3
CCc1nc(SCC(=O)c2cc(C)ccc2C)n[nH]1,·,0,5%,10%,?,-10%,3%,-3.0,-6
COc1cc(OC)cc(-c2cc(N3C(=O)Nc4ccccc4N3O)n[nH]2)c1,-1,-4,15%,1%,-11%,-19%,6%,-0.4,-3
COC(=O)c1cc(C(=O)OC)n(Cc2ccc(C)cc2)c1C,-9,-1,?,-1%,-15%,-7%[11.6 µM],10%,-1.8,5
Cc1nc2cc(-c3ccccc3)ccc2o1,-3,1,24%,-6%,-17%,8%,3%,-1.6,3
CCOC(=O)C1CCCN(C(=S)NC2CCCCC2)C1 (stereo not given),-7,-7,-12%,5%,-6%,-8%,8%,-0.7,9
COC(=O)Cc1ccc(NC(=S)N2CCN(c3ccc(F)cc3)CC2)cc1,-5,2,-12%,-23%,-2%,12%,-28%,-0.1,23
NS(=O)(=O)c1ccc2nc(NC(=O)CS(=O)(=O)c3ccc(F)cc3)sc2c1,?,-1,-6%,1%,-15%,-10%,-4%,0.6,2
Cc1ccc(S(=O)(=O)Nc2ccc3nc(-c4cccn4C)[nH]c3c2)cc1,-11,1,-14%,-5%,-3%,-24%,0%,-0.6,-4
CCc1ccc(Cn2nnc(C(=O)Nc3ccc(C)cc3)c2N)cc1,·,-11,12%,-5%,·,·,0%,·,·

Assay outcomes as filed in PubChem BioAssay.
